Assay outcomes (PubChem BioAssay)
ssDAF12 agonist: S. stercoralis DAF-12 nuclear receptor activators, primary screen, cell-based, luminescence, HEK293, GRIP1 co-expression, lit1-tk-luc. HEK293 ssDAF-12/GRIP1 lit1-tk-luc reporter; % of 3 µM dafachronic acid response. activation, % at 6.8 µM. 1% of 370,000 active. AID 652126, 2013. Nuclear hormone receptor DAF-12 (Strongyloides stercoralis);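 active = activation above the mean over all tested compounds plus 3 SD, cut at about 0.9% in these data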;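 also: 0% = DMSO-only wells and 100% = 3 µM delta7-dafachronic acid wells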
DAX1 inh-1: DAX1 (NR0B1) inhibitors on StAR promoter, primary screen, cell-based, luminescence, SF-1 (NR5A1), full-length DAX-1 | HEK293T StAR-luciferase reporter, SF-1/DAX-1 repression relief | 1.1% of 370,000 active | AID 652010, 2013 | inhibition, % at 6.8 µM;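 active = inhibition above the mean over all tested compounds plus 3 SD, cut at about 3.6% in these data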;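 also: 0% = DAX-1 cells with DMSO and 100% = cells lacking DAX-1 with DMSO; higher inhibition means more luminescence from relief of DAX-1 repression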
hgDAF-12 ag: H. glycines DAF-12 receptor agonists, primary screen, cell-based, luminescence, HEK293, GAL4 fusion, UAS-luciferase | Nuclear hormone receptor DAF-12 (Heterodera glycines), GAL4 fusion | HEK293 GAL4-hgDAF12 UAS-luciferase reporter, agonist luminescence; normalized to butyrate control | activation, % at 6.8 µM | 1.8% of 370,000 active;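 active = activation above a cutoff set at the mean of all screened compounds plus 3 SD, cut at about 10% in these data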;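 also: 0% = DMSO wells and 100% = sodium butyrate wells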
Rev-erbA mod: modulators of Rev-erb alpha DNA binding, primary screen, biochemical, FITC-DNA, fluorescence polarization, uHTS. Rev-erbα–FITC-DNA binding, 90 min. activity, % at 10 µM. 0.79% of 370,000 active;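 active = activity above about 14%, limit read from the data; passing the limit was not always enough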;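 also: 0% = DMSO wells with 35 nM protein and 100% = DMSO wells with 750 nM protein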
DAX1 inh-2: DAX1 (NR0B1) inhibitors, primary screen, cell-based, HEK293, Gal4-DAX1, luciferase luminescence. Nuclear receptor subfamily 0 group B member 1 (Homo sapiens), P51843. HEK293 Gal4-DAX1 luciferase reporter. inhibition, % at 6.75 µM. 0.99% of 340,000 active. AID 504766, 2011;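 active = inhibition above the mean over all tested compounds plus 3 SD, cut at about 4.2% in these data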;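 also: 0% = DAX1-transfected cells with DMSO and 100% = empty-vector control cells with DMSO; inhibition shows as a rise in luminescence from relieved DAX1 repression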
PG9 Ab binder: binders of HIV-1 gp120 antibody PG9, primary screen, biochemical, TR-FRET; HIV-1 gp120 / PG9 antibody interaction; TR-FRET gp120-PG9 antibody binding; inhibition, % at 6.7 µM; 0.43% of 360,000 active; in the data active = inhibition above about 8.5%
hcDAF12 agonist: H. contortus DAF-12 nuclear receptor activators, primary screen, cell-based, luminescence, HEK293, lit1-tk-luc reporter; HEK293 hcDAF-12 lit1-tk-luc reporter; 0% DMSO, 100% Δ7-dafachronic acid; activation, % at 6.8 µM; 1.4% of 370,000 active;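 active = activation above the mean of all tested compounds plus 3 SD, cut at about 5.5% in these data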;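 also: 100% = response to 3 µM Δ7-dafachronic acid high control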
SMARCA2 act: SMARCA2 (BRM) function activators, primary screen, cell-based, luminescence, high throughput | MG213 cells, MMTV-luciferase reporter, dexamethasone, overnight | activation, % at 9.1 µM | 1% of 370,000 active | AID 652017, 2013; in the data active = activation above about 7.8%;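 also: 0% = vehicle wells and 100% = reference activator wells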
HGIII-sPLA2 inh: human group III sPLA2 inhibitors, primary screen, biochemical, QFRET, BODIPY PC-A2 liposome substrate. Group 3 secretory phospholipase A2 (Homo sapiens), Q9NZ20. QFRET BODIPY PC-A2 liposome hydrolysis, fluorescence. inhibition, % at 12.2 µM. 0.56% of 370,000 active;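 active = inhibition above mean plus 3 SD of compounds lying within the high and low control bounds, cut at about 19% in these data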;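 also: 0% = median of test compound wells and 100% = no enzyme DMSO wells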
PLC-beta3 inh: human PLC-beta3 inhibitors, primary screen, biochemical, fluorescence; AID 720704, 2013; 1-phosphatidylinositol 4,5-bisphosphate phosphodiesterase beta-3 (Homo sapiens), Q01970; Purified PLC-beta3, fluorogenic substrate; inhibition, % at 12.2 µM; 0.18% of 370,000 active; in the data active = inhibition above about 11%;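 also: 0% = median of compound wells on plate and 100% = full blocker control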
Target sequence (Q01970 whole entry, looked up): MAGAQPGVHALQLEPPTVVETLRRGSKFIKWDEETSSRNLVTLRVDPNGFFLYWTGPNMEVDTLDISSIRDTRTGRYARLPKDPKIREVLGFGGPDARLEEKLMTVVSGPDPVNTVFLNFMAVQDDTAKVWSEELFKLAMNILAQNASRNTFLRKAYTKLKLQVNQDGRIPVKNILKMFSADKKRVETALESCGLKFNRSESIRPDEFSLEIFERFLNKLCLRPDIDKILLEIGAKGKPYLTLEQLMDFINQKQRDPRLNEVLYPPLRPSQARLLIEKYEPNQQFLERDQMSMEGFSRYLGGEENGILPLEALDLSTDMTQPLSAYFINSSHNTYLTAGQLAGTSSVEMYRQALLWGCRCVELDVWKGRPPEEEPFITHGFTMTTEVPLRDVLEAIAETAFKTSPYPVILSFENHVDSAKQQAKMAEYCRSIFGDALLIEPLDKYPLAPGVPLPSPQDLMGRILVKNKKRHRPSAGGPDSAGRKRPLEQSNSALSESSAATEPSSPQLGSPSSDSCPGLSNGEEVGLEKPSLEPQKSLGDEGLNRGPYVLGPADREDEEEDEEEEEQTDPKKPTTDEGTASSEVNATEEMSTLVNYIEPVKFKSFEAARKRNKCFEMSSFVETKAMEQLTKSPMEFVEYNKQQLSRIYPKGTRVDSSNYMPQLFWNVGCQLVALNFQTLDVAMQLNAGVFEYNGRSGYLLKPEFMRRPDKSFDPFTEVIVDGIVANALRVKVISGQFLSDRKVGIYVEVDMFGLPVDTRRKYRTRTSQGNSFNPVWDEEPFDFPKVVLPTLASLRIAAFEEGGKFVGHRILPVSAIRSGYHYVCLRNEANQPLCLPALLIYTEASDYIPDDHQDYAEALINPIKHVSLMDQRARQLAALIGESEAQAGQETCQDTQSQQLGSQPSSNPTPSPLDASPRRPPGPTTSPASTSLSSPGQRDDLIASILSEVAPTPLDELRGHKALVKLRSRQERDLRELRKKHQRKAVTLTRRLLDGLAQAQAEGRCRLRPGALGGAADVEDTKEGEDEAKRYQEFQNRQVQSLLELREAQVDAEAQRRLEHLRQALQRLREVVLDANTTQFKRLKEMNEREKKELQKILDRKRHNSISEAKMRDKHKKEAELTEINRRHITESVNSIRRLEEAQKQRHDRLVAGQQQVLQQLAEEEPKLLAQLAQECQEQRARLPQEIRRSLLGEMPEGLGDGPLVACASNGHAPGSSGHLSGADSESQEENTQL
FXN GAA850 act: FXN promoter activators, primary screen, cell-based, luciferase luminescence, HEK293 lucGAA850; HEK293 lucGAA850 FXN promoter luciferase reporter, 24 h; percent of 10 µM SAHA response; activation, % at 6 µM; 0.56% of 360,000 active; AID 540364, 2011;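 active = activation above the average of all compounds screened plus 3 SD, cutoff fixed separately per campaign, cut at about 7.5% in these data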;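 also: 0% = DMSO wells and 100% = 10 µM SAHA wells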
* = called active by the depositor; i = inactive; / = no result given.

molecule | ssDAF12 agonist | DAX1 inh-1 | hgDAF-12 ag | Rev-erbA mod | DAX1 inh-2 | PG9 Ab binder | hcDAF12 agonist | SMARCA2 act | HGIII-sPLA2 inh | PLC-beta3 inh | FXN GAA850 act
COCCNC(=O)C(NC(=O)C1CCC(C)CC1)C(C)C (centres undefined) | -1.1 | 0.4 | -2.4 | -4 | 1.4 | -0.3 | 0.1 | -1 | 1 | -7 | 0.8
COc1ccc(C(=O)Nc2ccc(NC(=O)c3cccs3)cn2)cc1 | -1.3 | -0.3 | 0.4 | -5 | -1.7 | 5.8 | -2.9 | -1 | 5 | -3 | -3.7
Cn1c(N)c(N2CCCCC2)c(=O)n(CC(=O)Nc2ccc(Cl)c(Cl)c2)c1=O | -1.3 | 0.0 | -0.5 | -2 | -0.5 | 0.1 | -1.2 | 1 | -15 | 1 | -0.1
Cc1cc(-c2ccccc2)nc2cc(C(=O)N(Cc3ccccc3)Cc3ccccc3)nn12 | -1.3 | 0.3 | -3.5 | 0 | -0.5 | 0.0 | -2.7 | -2 | -17 | i | 4.5
NC(=O)C1CCN(C(=O)c2ccc(NS(=O)(=O)/C=C/c3ccccc3)cc2)CC1 | -0.6 | -0.1 | 0.0 | 0 | -0.2 | 3.3 | 0.1 | -2 | 8 | 2 | 1.8
O=C(CNC(=O)c1cccs1)c1ccc(Br)cc1 | -0.7 | 1.9 | 15* | 0 | 0.2 | -0.4 | 1.7 | 2 | -21 | -5 | 0.7
O=C(Nc1ccc(C(=O)OC[C@@H]2CCCN3CCCC[C@H]23)cc1)c1cccc(Br)c1 | -1.3 | 0.1 | -2.3 | 6 | 0.2 | 1.1 | -1.4 | 0 | -2 | -2 | 1.6
Cc1c(C(=O)O)sc2nc3n(c(=O)c12)CCCCC3 | -1.1 | 0.9 | 1.0 | 3 | 0.9 | -0.3 | -1.2 | -2 | 3 | 2 | 1.8
COc1ccc(C(=O)Nc2cccc(C(C)=O)c2)c(OC)c1OC | -1.2 | 1.8 | 4.1 | -5 | 1.0 | -1.5 | 0.1 | 4 | 2 | 2 | 3.1
C[C@@H]1CN([C@@H](C)CO)C(=O)CCCn2nncc2CO[C@@H]1CN(C)S(=O)(=O)c1ccc(Oc2ccccc2)cc1 | -1.7 | 1.2 | 1.0 | -4 | 0.6 | -2.3 | -0.8 | -2 | -11 | -2 | -0.7
CN(CC1COCCO1)C(=O)c1cc(COc2c(F)cccc2F)on1 (centres undefined) | -0.8 | -0.2 | 2.4 | 2 | 1.0 | -1.0 | -0.5 | 3 | 2 | -12 | 4.1
Nc1nnc(SCC(=O)NCCOc2ccccc2)s1 | -1.3 | 0.0 | -1.5 | 4 | 1.6 | -1.2 | -2.0 | -1 | 9 | 4 | -0.1
COc1ccccc1OCCOc1ccc(/C=C2\C(=N)N3N=C(C)SC3=NC2=O)cc1 | -0.5 | -0.8 | 2.9 | 0 | 0.9 | -2.5 | -1.8 | 3 | -32 | -18 | 0.3
O=c1ccccn1CCOc1ccc(Cl)cc1 | -1.6 | 0.1 | -0.4 | 2 | 2.7 | -0.5 | -0.6 | -1 | 4 | -6 | 2.1
Cc1ccc(S(=O)(=O)NCC2COc3ccccc3O2)cc1 (centres undefined) | -1.9 | -0.9 | -0.9 | 7 | -1.3 | 0.8 | 3.8 | 5 | 0 | -2 | -1.0
COc1ccc(OC)c(S(=O)(=O)N2CCCCC2C(=O)N2CCN(c3ccccc3F)CC2)c1 (centres undefined) | -2.1 | -0.7 | -3.0 | 3 | / | / | -2.6 | -1 | 2 | -5 | /
COc1ccc(S(=O)(=O)c2c(O)cc(C)c(NS(=O)(=O)c3ccccc3)c2C)cc1 | -1.0 | -0.2 | -2.3 | 1 | -1.6 | -1.8 | -1.6 | 0 | -22 | -1 | -0.6
O=C(CSc1nnc(-c2ccccc2F)o1)Nc1ccc(N2CCOCC2)cc1 | -1.0 | -0.5 | 0.9 | 11 | -0.6 | -1.8 | -1.0 | 0 | -2 | -1 | 0.9
Brc1ccc(-c2nn3c(Cc4ccccc4)nnc3s2)o1 | -1.6 | -0.9 | -1.3 | -6 | 0.1 | -1.5 | -1.2 | -3 | 0 | -3 | -1.3
COc1ccc(OC)c(NC(=O)CCNC(=O)N2CC(=O)Nc3ccccc32)c1 | -1.0 | 1.1 | -0.6 | -2 | 0.8 | -1.5 | -0.2 | -2 | 5 | -1 | -0.9
CCOc1ccc(C2=Nc3ccc(Br)cc3C(c3ccc(N4CCOCC4)cc3)=NN2)cc1 | -1.3 | 0.8 | 7.8 | 6 | 0.3 | -0.8 | 1.3 | 1 | 0 | -38 | 2.8
CCC(C)NC(=O)c1ccccc1NC(=O)CN(c1cc(C)ccc1OC)S(C)(=O)=O (centres undefined) | -1.3 | -0.5 | -2.1 | -1 | -0.8 | 1.5 | -2.9 | -1 | 4 | -2 | 0.4
COc1ccc(NC(=O)NNC(=O)c2ccc3ccccc3c2O)c(OC)c1 | 0.2 | 1.1 | 2.6 | -5 | 0.6 | -0.1 | 0.8 | 2 | 32* | -109 | 1.0
CSc1c(CC(=O)Nc2ccccc2)n(Cc2ccccc2)c2ccccc12 | -0.5 | -0.2 | 3.2 | 3 | 0.1 | -3.1 | -1.6 | -3 | -2 | 3 | 0.0
CCn1cc(/C=N\NC(=O)COc2cccc(C)c2C)c(C)n1 | -1.1 | 0.3 | -3.6 | 0 | 0.2 | 1.4 | 0.5 | -1 | 11 | -3 | 0.1
CCc1ccc(N(CC(=O)NCc2ccc(F)cc2)C(=O)c2csnn2)cc1 | -1.1 | 0.1 | 3.7 | -5 | 0.8 | -1.9 | -0.9 | 1 | 3 | 5 | -1.1
CCN(CC(=O)NCc1cccs1)C(=O)c1ccc(-c2cccc(C(F)(F)F)c2)o1 | -0.7 | -0.1 | -0.4 | -5 | -0.5 | -0.7 | -1.9 | 0 | -1 | 0 | 1.0
O=C(CCc1c[nH]c2ccccc12)NN1C(=O)NC2(CCCCC2)C1=O | -0.1 | 0.5 | -1.0 | 2 | 0.8 | -3.2 | 0.9 | 5 | -26 | -1 | 1.0
CCCCN(CC)C(=O)c1oc2ccc(S(=O)(=O)N3CCCC3)cc2c1C | -1.0 | 0.0 | -0.8 | 0 | -1.2 | -0.3 | -3.0 | 1 | -1 | -7 | 1.5
CCCS(=O)(=O)c1nc(S(=O)(=O)c2ccc(C)cc2)c(N2CCOCC2)s1 | -1.3 | -0.5 | -1.1 | -2 | 0.8 | -3.2 | -2.5 | 0 | 2 | -5 | -1.1
CC(C)CC(c1nnnn1Cc1ccc2c(c1)OCO2)N1CCC(C(N)=O)CC1 (centres undefined) | -1.2 | -0.1 | -1.6 | 2 | 0.7 | 0.3 | -1.1 | 0 | 2 | 2 | 3.9
CN1CCN(C(=O)CN(c2cc(C(F)(F)F)ccc2Cl)S(C)(=O)=O)CC1 | -1.3 | -0.2 | -0.9 | 2 | -0.7 | 1.8 | -0.8 | -2 | -2 | 4 | 1.3
Cc1cc(C)cc(C(=O)N2CCN=C2c2ccccc2)c1 | -1.2 | -0.5 | -1.6 | -5 | -0.4 | 0.3 | -1.8 | -1 | -1 | 2 | 1.8
CCOc1ccccc1/C=C/c1cc(C(=O)O)c2ccccc2n1 | -1.4 | 1.0 | 2.9 | 4 | -0.1 | -2.0 | -0.5 | -2 | -7 | i | 2.9
O=C(NCC1CCCO1)c1ccc2c(c1)S(=O)(=O)c1ccccc1C2=O (centres undefined) | -1.8 | -0.3 | -1.3 | -1 | -0.5 | -1.2 | -0.8 | 0 | 5 | 5 | 1.1
O=C(Nc1ccc(OC(F)(F)F)cc1)c1ccc2nc[nH]c2c1 | -1.0 | -0.2 | 3.5 | 0 | 1.2 | 1.9 | 0.3 | -1 | -11 | -4 | 2.3
Cc1[nH]c2ccccc2c1/C=N/NC(=O)c1ccccc1 | -0.7 | 0.0 | 6.1 | 4 | 4.5* | -3.5 | 0.5 | -2 | 12 | -19 | 4.0
O=C1CNC(=O)/C(=C\c2ccc(F)cc2)N1 | -0.8 | 0.0 | 2.5 | -3 | -0.5 | -1.8 | 1.0 | 0 | 0 | -1 | 2.7
Cc1nn(Cc2c(Cl)cccc2Cl)c(C)c1NC(=O)/C=C/c1cnn(C)c1C | -1.1 | -0.2 | -0.6 | 1 | 0.2 | -2.4 | -0.7 | -2 | -4 | 4 | 0.6
O=C(NCCC1CCCCN1S(=O)(=O)c1ccccc1)C(=O)Nc1ccccc1 (centres undefined) | -1.1 | -0.8 | 2.0 | -4 | -0.1 | -1.8 | -1.3 | 4 | -7 | 2 | 0.7
Nc1c(-c2ccccc2)c(CN2CCOCC2)nn1-c1ccc(C(=O)O)cc1 | -1.6 | -0.1 | -0.6 | -4 | 0.0 | -1.3 | 3.2 | -2 | 12 | -2 | 0.7
COc1ccc(S(=O)(=O)N2CCCCC2)cc1NC(=O)c1ccc(OC)c(OC)c1 | -0.9 | -0.5 | -0.8 | -9 | 0.3 | -1.4 | -1.7 | -1 | 0 | -3 | 1.1
CC(C)CCn1c(Cl)nc2c1c(=O)n(C)c(=O)n2C | -1.3 | -0.6 | 0.6 | 0 | -0.2 | -3.4 | -1.9 | 0 | 3 | 3 | 1.1
CN(C)c1ccc(CN(C(=O)COc2ccccc2)C2CCS(=O)(=O)C2)cc1 (centres undefined) | -1.7 | -0.8 | 1.1 | 9 | -0.2 | 0.3 | -1.4 | 3 | 0 | -2 | 0.8
O=C(COC(=O)Cc1cccc(C(F)(F)F)c1)Nc1cccc2ccccc12 | -1.5 | -0.2 | 1.6 | 7 | -0.7 | 0.6 | 0.0 | 0 | -47 | 1 | 1.3
